# MBNL1 CUG block: blocks human MBNL1 binding to CUG repeat RNA | AID 2675 | Q9NR56 | Potency, µM (top dose mostly 57.5 µM), for inactives: at the highest dose activity change, negative = inhibition, hits mostly inhibitors | 280,000 compounds, 0.036% hits | TR-FRET MBNL1-His/biotin-(CUG)12 binding, 665/545 ratio; active = well fitted inhibition curve with a large enough effect in the signal ratio, with a control signal flat, not every such curve was filed as active; inconclusive = small, poorly fitted or top-dose-only effect, or effect the other way, or a change in a side signal; inactive = no such curve, though single readings can be large or run the other way; the % refers to the signal ratio; also: potency is read from the fitted curve at half-maximal effect; % is scaled to controls: 0 for no effect and ±100 for the full control effect
#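 Compound titration spanned 92 nM–58 uM against the MBNL1-His/biotin-(CUG)12 complex. After 60 min at room temperature with 5 nM streptavidin-XL665 and 0.055 ng/ul terbium anti-His, ratiometric 665/545 nm emission (Ex 340 nm) normalized to controls.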
# Mito fusion yeast: blocks mitochondrial division or promotes mitochondrial fusion. S. cerevisiae fusion-defective mutant growth rescue, CellTiterGlo 48 h. Potency, µM (titrated, usually from 46.1 µM), inactives show top-dose growth rescue (activation), actives largely listed as activators. 320,000 compounds, 0.23% hits;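 also: potency is read from the fitted curve at half-maximal effect; % of control where 0% means no effect; nearly all actives have a fitted effect of over 45% in size; temperature-sensitive fusion mutants such as fzo1-1 at 37 °C on non-fermentable ethanol glycerol medium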
#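 Temperature-sensitive fusion-defective S. cerevisiae (e.g. fzo1-1, mgm1-5) were grown with compound in YPEG medium (3% ethanol, 3% glycerol) for 48 hours at 37C. Growth rescue was measured as viability by CellTiterGlo luminescence after 10 minutes at ambient.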
# Eya2 phos inh: blocks the phosphatase activity of human Eya2. Potency, µM (highest dose often 76.9 µM), for the others: at the top dose activity, negative = inhibition, actives largely listed as inhibitors. 330,000 compounds, 0.006% hits. AID 488837. recombinant Eya2, OMFP fluorescence dephosphorylation (OMFP is methylfluorescein phosphate); also: potency is read from the fitted curve at half-maximal effect; % is scaled to controls: 0 for no effect and ±100 for the full control effect
#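 Eya2 (0.2 uM) preincubated 10 min at ambient with compound, then OMFP substrate added at 50 uM; 10 min reaction in 50 mM HEPES pH 7.5, 50 mM NaCl, 5 uM MgCl2, 0.05% BSA, 1 mM DTT. Fluorescence read at Ex 485/Em 525 nm.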
# PKM2 activator: PKM2 (human) enzyme activation | purified PKM2, Kinase-Glo ATP luminescence, activation; response scale: 0% is enzyme alone, no compound | Potency, µM (top dose mostly 57.5 µM), for the others: top-dose activation, hits mostly activators | 260,000 compounds, 0.34% hits; also: potency is read from the fitted curve at half-maximal effect; % is scaled to controls: 0 for no effect and ±100 for the full control effect; nearly all actives have a fitted effect of over 55% in size
#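 Purified hPK-M2 (>95% pure) converted ADP (0.1 mM final) to ATP with 0.5 mM PEP in 50 mM imidazole pH7.2, KCl, MgCl2, Tween 20, BSA; 1 h at room temperature. ATP detected by Kinase-Glo luminescence.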
# Menin MLL FP TR: menin-MLL binding inhibition, Texas Red mutant peptide; Potency, µM (series often up to 61.6 µM), inactives show at the top dose FP activity change, negative = inhibition, hits mostly inhibitors; Menin + Texas Red MLL mutant peptide, fluorescence polarization; 270,000 compounds, 0.23% hits; AID 1768; O00255; active = well fitted inhibition curve with a large enough effect in the polarisation, with a control signal flat, not every such curve was filed as active; inconclusive = small, poorly fitted or top-dose-only effect, or effect the other way, or a change in a side signal; inactive = no such curve, though single readings can be large or run the other way; the % refers to the polarisation; also: potency is read from the fitted curve at half-maximal effect; % of control where 0% means no effect; many of its hits are not listed in these tables
# BCR signal inh: blocks chronic active B-cell receptor signaling; Potency, µM (series often up to 46.1 µM), without a hit: at the highest dose ratio change, negative = lower green/red ratio, hits mostly inhibitors; 340,000 compounds, 0.05% hits; ABC-DLBCL IkBa-CBG/CBR reporter, luminescence ratio, 4 h; active = well fitted inhibition curve with a large enough effect in the signal ratio, with a control signal flat, not every such curve was filed as active; inconclusive = small, poorly fitted or top-dose-only effect, or effect the other way, or a change in a side signal; the % refers to the signal ratio;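 also: potency is read from the fitted curve at half-maximal effect; plate controls were basal doxycycline-induced cells for no effect and cells given 10 µM MG132 for full effect; MG132 reads +100%, hits lower the ratio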
#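 Cell line TMD8 (human ABC DLBCL), stably expressing tet-inducible CBG68-IkBa fusion and CBR; IMDM/0.5% FBS; cpd up to 46 uM; dox induction, 4 h, 37C/5% CO2; dual luminescence; green/red ratio; MG132 control.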
# GALK inh: blocks human galactokinase activity. 270,000 compounds, 0.007% hits. AID 1868. Potency, µM (titrated, usually from 57.5 µM), for the others: at the highest dose activity change, negative = inhibition, actives largely listed as inhibitors. P51570. Purified GALK, Kinase-Glo residual ATP luminescence; also: potency is read from the fitted curve at half-maximal effect; % is scaled to controls: 0 for no effect and ±100 for the full control effect
#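 Compounds were pin-transferred into ATP buffer (35 uM final), then GALK plus galactose (5 nM, 100 uM final) was added. After 1 h at room temperature, Kinase-Glo Plus was added and luminescence read after 10 min.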
# KCNH2 WT inh: blocks the wildtype human KCNH2 potassium channel; Q12809; AID 720551; U2OS, BacMam KCNH2, thallium flux FluxOr; hits give low values; 340,000 compounds, 0.37% hits; activity change, % at 1.84 µM;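 active = maximum activity change below -70%; inconclusive = maximum activity change between -70% and -50%; inactive = maximum activity change above -50%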; also: % is scaled to controls: 0 for no effect and ±100 for the full control effect
# Target sequence (Q12809 whole entry, looked up): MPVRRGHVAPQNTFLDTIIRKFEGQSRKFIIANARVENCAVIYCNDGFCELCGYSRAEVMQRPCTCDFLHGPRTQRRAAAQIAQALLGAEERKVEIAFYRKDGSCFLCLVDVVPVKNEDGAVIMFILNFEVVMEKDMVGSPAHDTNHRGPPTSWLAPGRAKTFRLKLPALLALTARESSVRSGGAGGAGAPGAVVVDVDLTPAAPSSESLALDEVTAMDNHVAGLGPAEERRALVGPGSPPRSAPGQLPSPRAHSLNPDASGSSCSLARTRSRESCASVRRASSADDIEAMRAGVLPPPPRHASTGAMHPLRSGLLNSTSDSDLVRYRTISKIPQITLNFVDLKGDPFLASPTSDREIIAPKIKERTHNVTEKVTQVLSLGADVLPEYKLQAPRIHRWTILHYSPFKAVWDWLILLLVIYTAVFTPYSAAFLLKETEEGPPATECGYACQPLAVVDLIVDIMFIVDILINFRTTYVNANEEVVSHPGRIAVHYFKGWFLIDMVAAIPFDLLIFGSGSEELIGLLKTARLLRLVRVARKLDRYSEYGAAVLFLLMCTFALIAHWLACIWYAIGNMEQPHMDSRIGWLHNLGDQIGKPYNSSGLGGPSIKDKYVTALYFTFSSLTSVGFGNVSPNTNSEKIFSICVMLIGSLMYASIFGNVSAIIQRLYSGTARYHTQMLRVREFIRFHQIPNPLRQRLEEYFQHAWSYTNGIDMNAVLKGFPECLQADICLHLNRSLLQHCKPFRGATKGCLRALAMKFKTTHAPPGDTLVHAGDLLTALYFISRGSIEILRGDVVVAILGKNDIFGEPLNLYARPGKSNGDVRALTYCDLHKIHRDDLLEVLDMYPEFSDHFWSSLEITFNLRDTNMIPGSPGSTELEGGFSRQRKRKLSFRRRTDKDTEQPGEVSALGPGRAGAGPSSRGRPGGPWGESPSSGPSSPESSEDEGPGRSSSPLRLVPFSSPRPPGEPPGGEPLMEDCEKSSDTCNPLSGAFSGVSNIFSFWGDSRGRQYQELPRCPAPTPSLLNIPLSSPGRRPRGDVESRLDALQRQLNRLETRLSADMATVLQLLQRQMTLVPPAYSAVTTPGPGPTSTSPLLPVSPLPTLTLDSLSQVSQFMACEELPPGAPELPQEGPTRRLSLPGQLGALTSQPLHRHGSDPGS
#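 U2OS cells transduced with wild-type KCNH2 virus are loaded with FluxOr dye for 45 min, and thallium flux is measured in kinetic reads before and after stimulation buffer. Rate constants are normalized to DMSO controls.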
# USP2a inh: USP2a (human) protease inhibition; O75604; USP2 core, Ub-CHOP2 coupled fluorogenic reporter, 485/531; Potency, µM (top dose mostly 38.3 µM), without a hit: at the highest dose activity change, negative = inhibition, most hits filed as inhibitors; 330,000 compounds, 0.01% hits;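 also: potency is read from the fitted curve at half-maximal effect; plate controls were DMSO wells for no effect and full inhibition by NEM control for full effect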
#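 Cell-free coupled assay: 10nM USP2 core preincubated 30min RT with compound in Tris-HCl pH 8.0/CaCl2/CHAPS buffer, then 25nM Ub-CHOP2 and 25nM reporter substrate; fluorescence (Ex 485/Em 531) read after 60min RT, normalized to NEM inhibition, concentration-response curves fitted.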
# S-ASM inh: inhibitors of human secretory acid sphingomyelinase. P17405. placental ASM, HMU-PC fluorogenic substrate, 60 min. Potency, µM (top dose mostly 57.5 µM), inactives show top-dose activity change, negative = inhibition, actives largely listed as inhibitors. 340,000 compounds, 0.006% hits; also: potency is read from the fitted curve at half-maximal effect
#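 HMU-PC0 cleavage (9 uM final) by human placental ASM, 60 min at 37 °C following 10 min compound exposure at RT; stopped at pH 10, fluorescence Ex 386/Em 447 nm.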
# TSHR antagonist: human thyrotropin receptor antagonism; TSHR-expressing cells, TSH-stimulated cAMP HTRF, 2 h; hits give low values; 330,000 compounds, 0.2% hits; P16473; AID 504810; activity change, negative = inhibition, % at 11.5 µM;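 active = activity change below a set negative limit, meaning inhibition stronger than a set level, cut at about -70% in these data; inconclusive = activity change between two set negative limits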; also: % is scaled to controls: 0 for no effect and ±100 for the full control effect
#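 Antagonism was scored as loss of TSH-driven cAMP in TSHR cells, stimulated with 4nM TSH (EC80) for 2 hours at 37 deg C and detected by homogeneous HTRF competition immunoassay.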
# * = called active by the depositor; i = inactive; ? = inconclusive; . = not tested or not shown; [ ] = remark or other dose. Unless noted, calls follow the shape of the dose curve; as a rule, active = well fitted curve in the direction sought with a large enough effect; inconclusive = small, poorly fitted or top-dose-only effect, or another doubt; inactive = no such curve, though single readings can be large; an effect the other way counts as inactive or inconclusive.
SMILES,MBNL1 CUG block,Mito fusion yeast,Eya2 phos inh,PKM2 activator,Menin MLL FP TR,BCR signal inh,GALK inh,KCNH2 WT inh,USP2a inh,S-ASM inh,TSHR antagonist
CSc1ccc(CN(C)CC(=O)Nc2ccc(NC(C)=O)cc2)cc1,-6%,1%,4%,1%,-10%,1%,1%,-12,2%,1%,11
COc1ccccc1CNC(=O)COC(=O)CSc1ccc(F)cc1,.,1%,-19%,.,.,-12%,.,-9,-2%,5%,8
Cc1ccc(NC(=O)C2=CCN(S(=O)(=O)c3ccc(F)cc3)CC2)cc1,-2%,22%,-3%,-1%,0%,?,.,2,1%,0%,-4
CC1=NN(C(=O)Cc2ccc([N+](=O)[O-])cc2)C(O)(c2ccccc2)C1 (stereo not drawn),?,0%,4%,-3%,2%,4%,-1%,5,-1%,-2%,-5
O=C(CCCCCC(=O)N(CCO)CCO)N(CCO)CCO,-23%,-3%,-7%,2%,1%,0%,5%,0,0%,7%,-3
CCOc1ccc(-n2c(=O)c3c4c(sc3n(CC(=O)NCC3CCCO3)c2=O)CCCC4)cc1 (stereo not drawn),2%,2%,?,.,5%,0%,1%,-5,7%,0%,-4
COc1ccc(N2C(=O)N(Cc3cccc(F)c3)c3ccccc3S2(=O)=O)cc1,-3%,-7%,-23%,-1%,-7%,?,0%,.,-2%,.,-2
COC(=O)c1sc2ncccc2c1OCc1ccc(Cl)cc1Cl,0%,-3%,-7%,1%,12%,5%,4%,26,0%,-4%,-15
O=C1c2ccccc2-c2cccc(C(=O)N3CCN(C(=O)c4ccccc4)CC3)c21,?,1%,-16%,-1%,-7%,-2%,-1%,2,11%,-5%,-10
Cc1ccc(NC(=O)Cc2nc(-c3c[nH]c(C(=O)N4CCCC4)c3)cs2)c(C)c1,.,3%,12%,.,.,0%,.,-1,1%,-1%,1
CC(C)CN(C(=O)COC(=O)c1c(Cl)ccc(Cl)c1Cl)C1CCS(=O)(=O)C1 (stereo not drawn),.,-4%,-9%,0%,-2%,-16%,1%,0,-4%,1%,3
COc1cc(C(C)=O)ccc1OCC(O)CN1CCN(c2ccccn2)CC1 (stereo not drawn),0%,5%,6%,0%,0%,0%,-1%,11,-1%,-1%,-14
O=c1c[n+]([O-])c2ccccc2n1OCc1ccccn1,?,-2%,5%,0%,.,-24%,0%,0,-2%,22%,-2
Nc1nc(SCCN2C(=O)c3ccccc3C2=O)n[nH]1,5%,-4%,11%,-3%,12%,-3%,0%,4,2%,2%,7
COc1ccc(CNc2nc(C)cc(C)c2C#N)cc1,2%,12%,?,5%,0%,?,1%,-12,-2%,0%,3
COc1ccc(OCC(O)CN(C)C(=O)/C=C/c2cccc([N+](=O)[O-])c2)cc1 (stereo not drawn),?,4%,-1%,2%,-12%,-9%,0%,3,1%,0%,-8
Cc1cc(=O)n(C)c2ccccc12,-6%,1%,4%,1%,-5%,-5%,9%,0,-3%,0%,0
Cc1ccc(NS(=O)(=O)c2ccc3[nH]c(=O)[nH]c3c2)cc1,7%,18%,7%,.,57%[activator],0%,-3%,11,2%,2%,6
COc1cc(C(=O)NCCOc2ccc(Cl)cc2)ccc1OCc1c(C)noc1C,.,3%,14%,.,.,3%,.,2,-2%,3%,-18
CC(=O)c1ccccc1OC(=O)c1ccc([N+](=O)[O-])o1,?,1%,-10%,3%,.,-2%,-4%,1,1%,2%,-4
Fc1ccc(C(c2nnnn2C2CCCC2)N2CCN(Cc3ccccc3)CC2)cc1 (stereo not drawn),-4%,-1%,-25%,0%,-12%,4%,3%,4,3%,-1%,-3
COC(=O)C1=C(C)N(CCCC(=O)O)C(=O)NC1c1ccc(C(F)(F)F)cc1 (stereo not drawn),0%,3%,10%,7%,-1%,2%,.,-14,0%,3%,0
O=C1CC(c2ccccc2)CC(=O)N1c1ccccc1,.,-1%,5%,1%,.,6%,-1%,-4,1%,2%,-3
COC(=O)c1ccccc1NC(=O)C1CCCC1,-15%,5%,20%,-3%,-7%,?,4%,-4,-1%,-1%,-7
COc1ccc(S(=O)(=O)Nc2cccnc2)c(C)c1C,3%,4%,0%,11%,-11%,9%,-2%,2,-1%,-1%,0
CC1=NN(c2ccccc2)C(=O)/C1=C/c1ccc[nH]1,?,15%,-4%,1%,4%,8%,1%,-14,3%,-19%,-19
CCCC[C@H]1COCCS(=O)(=O)N1Cc1ccc(C)cc1,-10%,2%,7%,-4%,-2%,10%,.,-11,3%,0%,-2
Cc1ccc(-c2cn(-c3ccc(SC(F)F)cc3)c3[n+]2CCC3)cc1,-7%,2%,-9%,4%,-30%,-4%,0%,-6,5%,2%,6
CCc1nnc(NS(=O)(=O)c2ccc(NC(=O)c3ccccc3C)cc2)s1,-12%,-6%,-4%,0%,12%,?,0%,-5,0%,4%,-10
O=C(CCNS(=O)(=O)c1ccc(Br)cc1)NC1CCC(O)CC1 (stereo not drawn),.,-2%,-5%,.,.,?,.,-3,-5%,-1%,-3
CC1CCCC(C)N1C(=O)COC(=O)Cc1ccc(Cl)cc1 (stereo not drawn),1%,8%,1%,.,-2%,0%,-2%,-2,1%,-2%,21
COc1ccccc1N(CC(O)CN1CCC(C)CC1)S(=O)(=O)c1ccccc1 (stereo not drawn),0%,-12%,18%,.,.,-1%,-1%,4,1%,1%,.
Cc1ccccc1CSc1ccc2nnc(-c3ccccn3)n2n1,0%,6%,13%,1%,-16%,14%,8%,1,3%,-10%,-6
COc1ccc(CCNc2ccc(C(CC(N)=O)NC(=O)c3cc(OC)ccc3OC)cc2[N+](=O)[O-])cc1 (stereo not drawn),?,0%,8%,0%,23%,-9%,.,-14,-2%,-9%,8
O=C(O)CCc1ccc(-c2ccc(F)cc2)n1CCC(=O)O,-5%,-1%,3%,22%,0%,-11%,-2%,1,1%,3%,-1
O=C(Nc1cc(C(=O)N2CCCC2)ccc1N1CCCC1)c1ccccc1F,3%,-10%,-4%,5%,-6%,7%,-1%,19,-2%,2%,-4
O=C(CCC(=O)Nc1cccc2ccccc12)N/N=C/c1ccco1,-5%,-5%,3%,1%,1%,?,0%,-10,6%,-1%,16
Oc1ccc(N=Cc2ccc(-c3cccs3)s2)cc1,?,-8%,-2%,25%,?,-20%,5%,6,0%,i,3
COc1ccc(Cl)cc1NC(=O)N1CCN(CCc2ccccc2)CC1,-9%,-2%,-1%,9%,3%,-2%,0%,9,1%,1%,1
CC1CCN(C(=O)CCNS(=O)(=O)c2ccc3c(c2)oc(=O)n3C)CC1,-7%,0%,9%,.,.,0%,8%,-7,2%,3%,7
CCN(c1ccccc1)S(=O)(=O)c1ccc(C(=O)N2CCOCC2)cc1,.,.,-6%,.,.,-6%,.,10,0%,0%,.
CCOc1cc(S(=O)(=O)Nc2ccc(Cl)cn2)ccc1F,6%,11%,-3%,1%,1%,10%,1%,-1,-2%,-6%,-12
O=C(NCCOc1cccnc1)C1CCC(=O)N(Cc2ccccc2F)C1 (stereo not drawn),6%,0%,-1%,1%,9%,0%,-1%,-2,-1%,4%,-6
COC(=O)C1=C(C)OC(N)=C(C#N)C1c1ccc(OC)c(CSc2ccccn2)c1 (stereo not drawn),-4%,5%,18%,5%,-10%,-20%,-4%,-9,-1%,4%,28
COc1ccc(/C=N/Nc2nc(-c3ccc(C)cc3)c(C#N)c(=O)[nH]2)cc1,2%,0%,-23%,-4%,?,?,-5%,2,2%,5%,-14
Nc1cc(=O)[nH]n1C1CCN(c2ccccc2)CC1,0%,-1%,-11%,-4%,-5%,-6%,-1%,-1,-1%,4%,-1

# These rows are one share of the data (hit frequency here may not be typical).
